FXIIa inh = factor XIIa (human) inhibition; P00748; purified FXIIa, Boc-QGR-AMC fluorogenic substrate, 2 h; inhibition, % at 5 µM; 220,000 tested, 0.3% active; in the data active = inhibition above about 40%;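 also: 0% = enzyme with no compound and 100% = blank without enzyme; many of its hits are not listed in these tables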
Rad51 HR inh = Rad51 (human) homologous recombination inhibition; hRad51 DNA strand exchange, fluorescence dequenching; inhibition, % at 10 µM; 200,000 tested, 0.085% active;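 active = inhibition above 40% at the single screening dose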;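 also: 0% = DMSO control wells and 100% = blanks with heterologous ssDNA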
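Test system: preformed human Rad51 ssDNA filaments. Compound dosing: single dose, 10 µM final compound. Incubation: filaments 15 min 37 °C, then compound 30 min. Technique: FRET fluorescence dequenching, excitation 485 nm, emission 520 nm. Read-out basis: percent inhibition from fluorescence, normalised to plate control and blank means. Benchmarks: plate controls and plate blanks.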
MDM2 E3 inh = blocks human Mdm2 ubiquitin ligase activity | Q00987 | cell-based MDM2 ubiquitination luciferase reporter, 2 h; 0 = plate control, 100 = twice control, blank-subtracted | signal enhancement, % at 5 µM | 210,000 tested, 0.11% active;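 active = signal enhancement of 30% or more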;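 also: luminescence tracks abundance of the self-degrading MDM2-luciferase fusion protein; higher signal means inhibition of MDM2 E3 ligase activity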
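Test system: mammalian cells stably expressing self-ubiquitinating, self-degrading MDM2 E3–luciferase fusion; Amount: 2000 cells in each well; Medium: DMEM; Schedule: 4 h settle plus 2 h compound, 37 °C; Technique: SteadyLite luciferase luminescence after 15 min room-temperature reagent incubation; Benchmarks: plate control and blank wells.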
p97 ATPase inh = blocks human p97 ATPase activity; P55072; recombinant p97 ATPase, Kinase-Glo ATP luminescence, 3 h; inhibition, % at 8 µM; 220,000 tested, 0.42% active; AID 1481; in the data active = inhibition above about 15%;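 also: 0% = DMSO vehicle and 100% = wells lacking enzyme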
hK5 inh = inhibitors of human kallikrein 5; Q9Y337; recombinant hK5, fluorogenic AMC substrate cleavage; inhibition, % at 5 µM; 210,000 tested, 0.59% active;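 active = inhibition of 40% or more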;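 also: 0% = enzyme controls without compound and 100% = no-enzyme blanks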
eIF4E 4G PPI = eIF4E/eIF4G interaction inhibition in translation initiation; TR-FRET eIF4E-eIF4GI(517-606) binding, 2 h; inhibition, % at 21.7 µM; 220,000 tested, 0.37% active;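 active = inhibition above about 30%, limit read from the data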;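 also: 0% = full FRET control wells and 100% = background wells lacking eIF4GI fragment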
14-3-3 Bad inh = disrupts binding of bovine 14-3-3 zeta to phospho-Bad peptide; P63103; inhibition, % at 21.7 µM; AID 781; 220,000 tested, 0.71% active; TR-FRET 14-3-3zeta/Dy647-pBad peptide displacement, 1 h;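 active = inhibition above about 70%, limit read from the data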;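 also: 0% = full 14-3-3 plus peptide FRET controls and 100% = background without 14-3-3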
Target sequence (P63103 whole entry, looked up): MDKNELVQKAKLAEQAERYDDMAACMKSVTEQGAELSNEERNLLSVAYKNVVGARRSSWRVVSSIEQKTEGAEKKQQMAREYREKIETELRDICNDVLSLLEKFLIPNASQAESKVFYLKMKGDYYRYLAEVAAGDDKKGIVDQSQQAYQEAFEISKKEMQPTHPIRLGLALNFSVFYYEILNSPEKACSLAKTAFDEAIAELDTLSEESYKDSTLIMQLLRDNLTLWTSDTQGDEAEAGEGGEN
FXIa inh = factor XIa (human) inhibition. purified FXIa, Boc-Glu-Ala-Arg-AMC fluorogenic substrate. inhibition, % at 5 µM. 220,000 tested, 0.14% active. AID 798;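 active = inhibition of at least 40%; inactive = inhibition below 40%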;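 also: fluorescence of freed AMC excited at 355 nm; 0% = enzyme without compound and 100% = no enzyme blank; many of its hits are not listed in these tables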
Target sequence (P03951 19-387 limits assumed): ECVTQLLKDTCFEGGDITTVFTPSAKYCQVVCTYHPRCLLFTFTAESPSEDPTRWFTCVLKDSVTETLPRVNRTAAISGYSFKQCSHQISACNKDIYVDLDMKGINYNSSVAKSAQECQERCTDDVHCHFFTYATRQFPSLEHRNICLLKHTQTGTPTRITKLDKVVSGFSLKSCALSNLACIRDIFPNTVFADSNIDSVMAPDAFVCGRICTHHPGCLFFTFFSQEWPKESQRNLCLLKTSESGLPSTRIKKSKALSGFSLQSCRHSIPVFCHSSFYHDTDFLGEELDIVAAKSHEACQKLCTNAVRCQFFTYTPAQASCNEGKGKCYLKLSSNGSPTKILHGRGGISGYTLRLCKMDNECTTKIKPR
Target sequence (P03951 388-625 limits assumed): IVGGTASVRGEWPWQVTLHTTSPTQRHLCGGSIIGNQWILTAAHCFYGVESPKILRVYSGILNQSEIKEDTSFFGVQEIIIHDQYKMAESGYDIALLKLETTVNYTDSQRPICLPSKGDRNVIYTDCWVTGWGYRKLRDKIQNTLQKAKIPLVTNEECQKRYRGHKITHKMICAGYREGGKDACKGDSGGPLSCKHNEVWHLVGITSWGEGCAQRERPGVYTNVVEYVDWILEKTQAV
Wee1 degr inh = blocks degradation of human Wee1 kinase; 220,000 tested, 1.2% active; AID 1321; P30291; reporter increase, % at 5 µM; HeLa Luc-Wee1K328M stability, luciferase luminescence; 100% = proteasome inhibitor MG132 effect;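 active = activation above the mean of all tested compounds plus 3 SD, set per screening run, cut at about 8.8% in these data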;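 also: cells exposed to compound for 20 h before luminescence read; 0% = DMSO alone and 100% = MG132 at 30 µM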
The depositor's hits bear a star; . = no result given; [ ] = another dose, or the depositor's remark. Rows are unselected; overall some 3.5% were active at least once.

Each structure is followed by: FXIIa inh	Rad51 HR inh	MDM2 E3 inh	p97 ATPase inh	hK5 inh	eIF4E 4G PPI	14-3-3 Bad inh	FXIa inh	Wee1 degr inh
> OCCN(CCO)c1nc(N2CCCCC2)c2nc(N(CCO)CCO)nc(N3CCCCC3)c2n1
  -3	-116	.	-6	-12	13	-2	-8	-3
> CCn1c(SCc2nc(-c3ccccc3)no2)nc2ccccc21
  5	5	-12	-4	-26	0	-3	0	0
> Cc1cccc(N2CCN(S(=O)(=O)c3cnc[nH]3)CC2)c1C
  19	3	-13	-5	11	0	13	15	-3
> COc1ccc(C(=O)NC(=O)Nc2cc(C)ccn2)cc1
  12	-3	-94	-8	-1	-5	16[fluorescence artefact?]	5	-4
> O=C(c1cn(-c2ccccc2)nc1-c1cccnc1)N1CCCCC1
  20	-2	-9	-4	-4	-6	4	14	-4
> O=[N+]([O-])c1cc(/C=N/n2cnnc2)ccc1N1CCCC1
  -1	23	-12	1	-12	7	-4	-5	-1
> Cc1cc(-c2cc(C(=O)NCc3ccccc3)on2)nc(NCC2CC2)n1
  12	0	1	.	2	-1	-4	2	.
> CCN(CC)CCOC(=O)c1ccc(NC(=O)c2ccc(Cl)c(S(=O)(=O)N3CCCCCC3)c2)cc1
  10	-9	-6	2	0	-2	-11	3	1
> COc1ccccc1CNC(=O)c1ccccc1OCc1ccc(F)cc1
  -2	1	-10	-4	-10	1	-16	-8	-1
> Clc1cccc(/C(Cc2nc3ccccc3[nH]2)=N\Nc2ccccc2)c1
  18	1	-7	-1	25	-8[fluorescence artefact?]	6	17	6
> CSc1cccc(NC(=O)CN(Cc2ccc(Cl)cc2)S(C)(=O)=O)c1
  12	-6	-28	-2	12	5	-5	7	-2
> O=C(Cn1cc2c(n1)CCCCC2)N1CCc2ccccc21
  10	-3	-16	3	-9	-2	-1[fluorescence artefact?]	-5	-1
> O=S1(=O)CC(O)C(NCCO)C1 (stereo not drawn)
  -1	16	-1	0	-1	-1	-5	-10	-1
> COC(=O)C1=C(C)N=C2SC(C)C(=O)N2C1/C=C/c1ccccc1OC (stereo not drawn)
  15	-7	18	3	14	-4	-2	6	8
> COC(=O)c1ccc(NC(=O)Nc2ccccc2C)cc1
  3	9	-14	-6	-13	-2	-10	-7	-2
> Cc1ccc(-n2c3nc(=O)[nH]c(=O)c-3cc3cc([N+](=O)[O-])ccc32)cc1C
  3	-2	1	6	-11	1[fluorescence artefact?]	-5[fluorescence artefact?]	-2	2
> O=C1c2ccccc2C(=O)c2c1ccc1c(=O)n(C3CCCCC3)[nH]c21
  14	-3	-12	1	-1	7	-15	8	-1
> O=C(c1ccc(S(=O)(=O)N2CCCCCC2)cc1)N1CCC(CN2C(=O)c3cccc4cccc(c34)C2=O)CC1
  10	.	6	3	3	3	8	1	2
> Cc1cnc(NC2=NCCC2)s1
  1	3	-11	1	-6	-3	-14	-4	1
> CC(=Nc1ccccc1)C1=C(O)CSC1=O
  12	-7	.	6	-3	0	-4	-2	2
> CCN1CCN(Cc2nc3c(c(=O)n(C)c(=O)n3C)n2Cc2cccc3ccccc23)CC1
  13	3	-14	-3	-10	-1	-7	1	-2
> CCOc1cccc(/C=C/C(=O)O)c1
  13	.	.	3	.	0	-1	2	0
> Cc1ccc(S(=O)(=O)N2C3C=CC(C3)C2C(=O)O)cc1 (stereo not drawn)
  12	4	-11	5	4	-1	4	4	-1
> O=C(NC(Cc1c[nH]c2ccccc12)C(=O)O)c1ccc(F)cc1 (stereo not drawn)
  7	-2	6	6	2	3	-10	-2	5
> CCn1c(C(C)C)n[nH]c1=S
  12	3	-26	2	1	-3	-6	-1	19*
> COc1ccc(CC(=O)N2CCc3ccccc32)cc1
  18	16	-11	0	-8	2	-8[fluorescence artefact?]	9	1
> N#Cc1nc(-c2ccccc2F)oc1NCCN1CCOCC1
  8	3	-13	0	-49	-7	-3	3	2
> Cc1cc(C)n(-c2nnc3n2N=C(c2ccccc2)CS3)n1
  3	-7	0	-3	7	42*	4	7	-2
> CC(=O)Nc1cccc(N(C(=O)C2COc3ccccc3O2)C(C(=O)NC2CCCCC2)c2cn(C)nc2C)c1 (stereo not drawn)
  8	-13	-14	-2	-11	2	-8	-5	0
> COC(=O)c1ccccc1NC(=O)Oc1ccc(C(C)C)cc1
  13	8	-9	-3	52*	13[fluorescence artefact?]	-4	9	4

Just 14-3-3 Bad inh and Rad51 HR inh (7 entries from above):
SMILES | 14-3-3 Bad inh | Rad51 HR inh
O=C(NC(Cc1c[nH]c2ccccc12)C(=O)O)c1ccc(F)cc1 (stereo not drawn) | -10 | -2
CCn1c(C(C)C)n[nH]c1=S | -6 | 3
COc1ccc(CC(=O)N2CCc3ccccc32)cc1 | -8[fluorescence artefact?] | 16
N#Cc1nc(-c2ccccc2F)oc1NCCN1CCOCC1 | -3 | 3
Cc1cc(C)n(-c2nnc3n2N=C(c2ccccc2)CS3)n1 | 4 | -7
CC(=O)Nc1cccc(N(C(=O)C2COc3ccccc3O2)C(C(=O)NC2CCCCC2)c2cn(C)nc2C)c1 (stereo not drawn) | -8 | -13
COC(=O)c1ccccc1NC(=O)Oc1ccc(C(C)C)cc1 | -4 | 8

The listing picks up; the 2 compounds before the break are reprinted first.
Each structure is followed by: FXIIa inh	Rad51 HR inh	MDM2 E3 inh	p97 ATPase inh	hK5 inh	eIF4E 4G PPI	14-3-3 Bad inh	FXIa inh	Wee1 degr inh
> CC(=O)Nc1cccc(N(C(=O)C2COc3ccccc3O2)C(C(=O)NC2CCCCC2)c2cn(C)nc2C)c1 (stereo not drawn)
  8	-13	-14	-2	-11	2	-8	-5	0
> COC(=O)c1ccccc1NC(=O)Oc1ccc(C(C)C)cc1
  13	8	-9	-3	52*	13[fluorescence artefact?]	-4	9	4
> CCOc1ccccc1NC(=O)CSc1ccc2nnc(-c3cccnc3)n2n1
  22	2	-11	2	20	-7	3	30	-2
> O=c1cc(-c2ccco2)nc(-c2cccs2)o1
  10	-8	-14	6	12	9[fluorescence artefact?]	22[fluorescence artefact?]	18	-1
> CCOc1cccc(CN2CCN(CCc3ccccc3)C(CCO)C2)c1O (stereo not drawn)
  -1	4	0	0	-17	0	-9	-8	-3
> COC(=O)c1ccc(C)c(NS(=O)(=O)c2ccc(NC(C)=O)cc2)c1
  4	-2	.	3	-16	4	-13	0	-2
> Cc1nc(-c2ccc(C(=O)O)cc2)cs1
  24	1	-15	1	-2	1	21[fluorescence artefact?]	17	2
> COc1ccc(NC(=S)N2CCCC2c2ccc(OC)c(OC)c2)cc1 (stereo not drawn)
  7	14	-4	2	-7	-3	-8	-5	2
> COc1ccccc1CNCC(=O)Nc1ccccc1-n1cccc1
  7	-24	-4	-4	-1	-2	32	-5	1
> CCOCCCNC(=O)C(NC(=O)c1ccc(=O)[nH]c1)c1ccccc1 (stereo not drawn)
  3	.	-19	-3	-22	-7	-5	3	-4
> Cn1c(CC(=O)Nc2ccccc2)nnc1SCC(=O)c1ccccc1
  -24	5	-3	0	-17	-8[fluorescence artefact?]	-11	-7	1
> COc1cc(-c2noc(-c3cccs3)n2)cc(OC)c1OC
  9	-3	-6	-1	-15	-2	-7	5	1
> Cc1ccc(CNC(=O)C2CCN(S(=O)(=O)N3CCOCC3)CC2)cc1
  12	3	-12	-2	-2	1	-6	2	2
> Cc1cc(C)n(C(=O)C(C(=O)c2ccccc2)C(C)C)n1 (stereo not drawn)
  5	-5	-11	6	-9	-3	12	-2	0
> Cc1noc(C)c1COC(=O)c1cc2c3ccccc3n(C)c2s1
  -1	-5	-9	0	-14	-6	-41	-5	-1
> Cc1cnc(-c2nnc(N(C)C(=O)C3CCCO3)s2)cn1 (stereo not drawn)
  13	-1	-14	3	-1	2	2	-10	-1
> CN1C(=O)CC(Sc2ccccc2C(=O)O)C1=O (stereo not drawn)
  11	.	-5	-8	-1	-2	3	8	10*
> CCOC(=O)CNC(=O)c1cc(-c2ccc3c(c2)OCCO3)oc1C
  -11	-1	-15	1	-33	-1	-20[fluorescence artefact?]	-8	1
> COc1ccc(-c2noc(CCC(=O)Nc3nc4ccccc4s3)n2)cc1
  13	-7	-9	2	-4	2	0	0	4
> COc1ccc(C(=O)c2cc3cccc(OC)c3o2)cc1
  -8	3	-5	-1	-23	-5	-2	-6	2
> CS(=O)(=O)Nc1ccc(C(=O)Nc2ccc3c(c2)OCO3)cc1
  -6	-4	-4	3	-8	-3	-6	-1	1
> O=C(CN1CCN(c2ncc(C(F)(F)F)cc2Cl)CC1)NCCNc1ncc(C(F)(F)F)cc1Cl
  22	11	-6	-5	-9	6	29[fluorescence artefact?]	8	1
> C/C(=N\NC(=O)c1cccc(F)c1)c1ccc(Br)s1
  11	2	-13	19*	-5	1	4	6	0
> CCOCCCNC(=S)N1CCN(C(=O)C(=O)Nc2ccc(C(=O)OC)cc2)CC1
  3	1	-5	2	-28	1	-16	-4	0
> O=C(/C=C/Nc1ccccc1Br)c1ccccn1
  11	6	-96	-32	20	1	-9	1	-2
> O=C(COC(=O)c1ccc2[nH]c3c(c2c1)CCCC3)NC1CCS(=O)(=O)C1 (stereo not drawn)
  6	11	2	-4	0	1	-12	-4	-3
> Cc1cc(C)nc(-n2nc(C)cc2NC(=O)CN2CCC(C)CC2)n1
  16	0	-13	4	-15	0[fluorescence artefact?]	-5[fluorescence artefact?]	-2	-1
> CN(C)CCCNc1ncnc2scc(-c3ccccc3)c12
  7	-35	-20	5	-7	2	23	1	4
> Nc1nnc(CSCc2ccc(Cl)cc2Cl)s1
  -2	-9	-7	1	-2	0	-1	1	1
> CCOc1ccc(NCc2nnc(SCC(=O)Nc3cc(C)on3)n2-c2ccccc2OC)cc1
  9	.	6	-6	-20	-2	-6	2	1

Gathered by group, the entries above containing two or more sulfur atoms
Each structure is followed by: FXIIa inh	Rad51 HR inh	MDM2 E3 inh	p97 ATPase inh	hK5 inh	eIF4E 4G PPI	14-3-3 Bad inh	FXIa inh	Wee1 degr inh
> CSc1cccc(NC(=O)CN(Cc2ccc(Cl)cc2)S(C)(=O)=O)c1
  12	-6	-28	-2	12	5	-5	7	-2
> Nc1nnc(CSCc2ccc(Cl)cc2Cl)s1
  -2	-9	-7	1	-2	0	-1	1	1
